# Screens (PubChem)
# E coli RNAP = E. coli RNAP inhibitors, biochemical; E. coli RNA polymerase, fluorescence transcription assay; inhibition, %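 (tested at 10 µM)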; actives 0.2% (n = 62,000); in the data active = inhibition above about 20%;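 also: 0% = enzyme without compound and 100% = no enzyme blank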
# CatB inh = human cathepsin B inhibitors, primary screen, biochemical, fluorogenic substrate; actives 0.1% (n = 63,000); AID 453, 2006; purified cathepsin B, fluorescence; inhibition, %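 (tested at 10 µM)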; in the data active = inhibition above about 21%;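 also: 0% = enzyme with no compound and 100% = no enzyme blank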
# C1s block = complement C1s protease inhibitors, primary screen, biochemical, 10-compound mixtures; Complement C1s subcomponent (Homo sapiens), P09871; purified C1s, fluorogenic AMC substrate, pooled mixtures; mean inhibition % of two 10-compound mixtures (active compounds read high), % at 5 µM (by protocol); actives 0.16% (n = 62,000);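 active = inhibition above 20% in each of the two 10-compound mixture wells holding the compound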;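 also: 0% = enzyme wells lacking compound mixture and 100% = no-enzyme blank wells; some compounds called inactive have numbers as strong as hits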
# Target sequence (P09871 16-437 limits assumed): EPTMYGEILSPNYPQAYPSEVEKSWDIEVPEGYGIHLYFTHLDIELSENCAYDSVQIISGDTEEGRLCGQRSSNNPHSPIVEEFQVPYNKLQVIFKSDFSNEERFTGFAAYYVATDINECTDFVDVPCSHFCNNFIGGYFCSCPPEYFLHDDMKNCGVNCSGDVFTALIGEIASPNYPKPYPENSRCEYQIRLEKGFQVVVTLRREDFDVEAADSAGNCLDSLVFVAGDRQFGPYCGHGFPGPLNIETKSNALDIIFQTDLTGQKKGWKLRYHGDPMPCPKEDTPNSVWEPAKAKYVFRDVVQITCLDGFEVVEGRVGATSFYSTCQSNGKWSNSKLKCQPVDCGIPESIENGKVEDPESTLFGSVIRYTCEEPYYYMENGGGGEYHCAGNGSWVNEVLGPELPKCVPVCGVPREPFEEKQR
# Target sequence (P09871 438-688 limits assumed): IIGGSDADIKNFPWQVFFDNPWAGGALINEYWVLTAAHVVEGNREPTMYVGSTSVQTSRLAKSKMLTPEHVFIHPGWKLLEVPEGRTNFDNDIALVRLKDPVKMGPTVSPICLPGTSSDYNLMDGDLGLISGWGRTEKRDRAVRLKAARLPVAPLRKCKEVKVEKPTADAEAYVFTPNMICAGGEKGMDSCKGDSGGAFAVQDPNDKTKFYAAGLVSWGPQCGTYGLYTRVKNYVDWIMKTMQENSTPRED
# CatS block = inhibitors of human cathepsin S, biochemical, compound mixtures. actives 0.06% (n = 62,000). AID 501, 2006. P25774. recombinant cathepsin S, AMC dipeptide fluorescence, pooled mixtures. inhibition, %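 (tested at 5 µM per compound within 10-compound mixtures)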; in the data active = inhibition above about 32%, passing the limit was not always enough;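 also: 0% = enzyme without compound and 100% = blank without enzyme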
# Cathepsin G inh = human cathepsin G inhibitors, primary screen, biochemical, pooled compound mixtures, AMC fluorescence | P08311 | purified enzyme, AMC-tetrapeptide fluorescence | inhibition, % at 5 µM (by protocol) | actives 0.2% (n = 62,000);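 active = inhibition above 20% in each of the two mixture wells holding the compound; inactive = inhibition of 20% or less in either well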;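 also: 0% = enzyme control without mixture and 100% = blank lacking enzyme; strong numbers were not always called active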
# CatL block = inhibitors of human cathepsin L, biochemical. purified cathepsin L, fluorogenic substrate, fluorescence. inhibition, %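 (tested at 10 µM)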. actives 0.17% (n = 58,000). AID 460, 2006; in the data active = inhibition above about 45%;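 also: 0% = enzyme with no compound and 100% = no enzyme blank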
# Target sequence (P07711 114-288 limits assumed): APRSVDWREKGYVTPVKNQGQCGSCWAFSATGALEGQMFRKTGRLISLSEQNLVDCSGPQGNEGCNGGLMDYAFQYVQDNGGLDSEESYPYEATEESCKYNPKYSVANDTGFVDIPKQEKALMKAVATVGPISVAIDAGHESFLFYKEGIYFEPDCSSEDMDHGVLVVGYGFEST
# Target sequence (P07711 292-333 limits assumed): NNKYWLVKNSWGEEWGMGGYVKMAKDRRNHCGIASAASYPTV
# FXIa inh mix = FXIa protease inhibitors in compound pools, primary screen, biochemical, 10-compound mixtures; Coagulation factor XI (Homo sapiens), P03951; purified FXIa, fluorogenic substrate, pooled mixtures; inhibition, % at 5 µM; actives 0.19% (n = 62,000); AID 680, 2007; in the data active = inhibition above about 20%, passing the limit was not always enough;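 also: each value is inhibition by a whole ten-compound pool holding the compound; 0% = enzyme with no mixture and 100% = wells lacking enzyme; strong numbers were not always called active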
# CatB mix inh = cathepsin B inhibitors from pooled compounds, primary screen, biochemical, compound mixtures, AMC fluorescence. P07858. Purified cathepsin B, AMC dipeptide fluorescence. inhibition, %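 (ten-compound pools at 5 µM per compound and 50 µM total)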. actives 0.06% (n = 62,000). AID 488, 2006; in the data active = inhibition above about 22%, passing the limit was not always enough;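 also: 0% = enzyme without compound and 100% = no enzyme blank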
# AP complement = alternative complement pathway inhibitors, primary screen, biochemical, ELISA, human serum, orthogonally pooled compounds; inhibition, % at 5 µM; actives 0.08% (n = 62,000); LPS-coated ELISA, C3 deposition; tested in compound mixtures; AID 1235, 2008;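 active = inhibition above 30% in each of the two pooled mixtures holding the compound, so the lower value exceeds 30%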;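 also: 0% = serum in Mg-EGTA without compound and 100% = EDTA serum blank; some compounds past the cut are filed as inactive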
#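 Assay system: Human serum alternative complement pathway, C3 deposition on LPS-coated wells | Incubation: 1 h serum-compound exposure at 37 °C | Doses: 5 µM per compound in ten-compound mixtures | Read-out: Percent inhibition | Technique: ELISA with HRP anti-human C3 antibody, TMB substrate, absorbance 450 nm | Replication: Two pool placements per compound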
# The depositor's hits bear a star; nt = no result given. The list is partial; rates above refer to the full screens.
E coli RNAP	CatB inh	C1s block	CatS block	Cathepsin G inh	CatL block	FXIa inh mix	CatB mix inh	AP complement	SMILES
8	-3	-47	0	-8	0	-5	1	5	COc1ccc(C2CC(=O)c3cnc(N4CCN(Cc5ccccc5)CC4)nc3C2)cc1 (centres undefined)
9	1	-2	11	-1	2	7	2	20	O=C(NCc1cccnc1)C1CCN(S(=O)(=O)c2cccs2)CC1
7	3	-1	-6	9	-3	2	-6	0	O=C(c1cc(-c2cccc(O)c2)on1)N1CCN(C(c2ccccc2)c2ccccc2)CC1
9	6	13	1	13	-3	6	5	3	O=C(COc1ccccc1Cl)OCC(=O)N1CCN(S(=O)(=O)c2ccccc2)CC1
12	1	6	16	11	-12	2	5	3	O=C(N1CCOCC1)N1CCN(c2nc(-c3ccccc3)cs2)CC1
1	-1	13	-2	10	3	3	5	21	Cc1ccc(C(=O)CC(C(=O)O)n2ccc(C)n2)cc1 (centres undefined)
3	0	24	-4	8	nt	2	2	18	COc1cc2c(cc1NC(=O)c1ccco1)CCCC2
16	1	-9	-2	4	37	7	1	9	COCCNC(=O)c1ccc(CS(=O)(=O)c2ccc(OC)cc2)o1
2	2	4	-1	6	-2	1	2	20	O=C(CSc1ncn[nH]1)Nc1nc(-c2ccccc2)ns1
-13	1	1	5	0	-2	13	-2	26	Cc1cc(C)n2c(SCC(=O)NCc3ccco3)nnc2n1
-2	2	-34	0	2	-4	0	-3	9	Cn1cc(Cl)c(C(=O)N2CCN(c3ncccn3)CC2)n1
17	3	-8	16	-5	-13	1	4	-9	Cn1c(/C(C#N)=C(\O)c2ccc(S(=O)(=O)N3CCCCC3)cc2)nc2ccccc21
0	1	8	1	9	-6	6	3	5	CCS(=O)(=O)Nc1ccc(-c2ccc(NS(=O)(=O)CC)c(OC)c2)cc1OC
-3	-6	-19	-2	-6	4	0	4	-3	CCOC(=O)C1CCCN(C(=O)CN2C(=O)COc3ccc(C(C)(C)C)cc32)C1 (centres undefined)
6	2	2	3	0	nt	9	5	6	CC(CC1C(C#N)=C(N)OC2=C1C(=O)CCC2)c1ccccc1 (centres undefined)

# Copied from the list.
# AP complement with `O=C(N1CCOCC1)N1CCN(c2nc(-c3ccccc3)cs2)CC1` : 3
# CatL block with `Cc1cc(C)n2c(SCC(=O)NCc3ccco3)nnc2n1` : -2
# FXIa inh mix with `Cc1ccc(C(=O)CC(C(=O)O)n2ccc(C)n2)cc1` (centres undefined) : 3
# CatS block with `CCOC(=O)C1CCCN(C(=O)CN2C(=O)COc3ccc(C(C)(C)C)cc32)C1` (centres undefined) : -2

# The list goes on.
E coli RNAP	CatB inh	C1s block	CatS block	Cathepsin G inh	CatL block	FXIa inh mix	CatB mix inh	AP complement	SMILES
0	0	0	-8	9	-9	5	1	20	C=C(C)c1cccc(C(C)(C)NC(=O)N2CCN(c3ccccn3)CC2)c1
9	3	6	2	8	20	5	5	2	CCCOc1ccc(C(=O)NCCC(=O)NCCCC(=O)OCC)cc1
-1	2	-4	-1	-6	0	-3	0	7	CCc1nc(SCC(=O)Nc2ccnc3ccccc23)n[nH]1
1	2	3	-3	5	-7	14	-1	13	CCOC(=O)C1C(=O)CC(C)(O)C(C(=O)OCC)C1c1ccc(Br)o1 (centres undefined)
5	-3	-32	17	39*	12	9	5	4	O=C(c1noc2c1CCc1ccccc1-2)N1CCCc2ccccc21
15	-1	-22	15	0	6	5	7	10	COc1ccc(CCCc2nnc(SCC(=O)Nc3nccs3)n2C)cc1C
-7	1	14	2	10	-1	4	3	12	O=C(O)c1cccc(NS(=O)(=O)c2cccc3cccnc23)c1
5	2	16	-1	9	nt	6	-1	5	COC(=O)c1cccc(N(C(=O)c2cnccn2)C(C(=O)NCc2ccccc2)c2ccco2)c1 (centres undefined)
8	0	13	0	13	1	7	5	-4	CC1(c2ccc(Cl)cc2Cl)OCC(Cn2ccnc2)O1 (centres undefined)
6	1	16	3	9	-5	7	2	17	COc1ccc(-c2nnc(SCc3ncc(-c4ccccc4)o3)o2)cc1
4	3	-12	-1	-1	2	1	4	4	O=C(c1ccc(Cl)cc1)C1CCN(C(=O)NC2CCCCC2)CC1
-1	3	3	-10	7	-10	5	5	20	O=C(Nc1ccc2c(c1)OCCO2)C1CCCN(S(=O)(=O)c2cccs2)C1 (centres undefined)
6	8	-3	9	-3	12	2	3	11	Oc1c(CN2CCc3ccccc3C2)cc(Cl)c2cccnc12
11	6	15	13	14	2	9	3	-5	CC(=O)Nc1ccc(C(=O)OCC(=O)NC(=O)NC2CCCCC2)cc1
-4	0	-11	-6	-5	-2	5	-2	2	COc1ccc(C(c2sc3ncnn3c2O)N2CC(C)OC(C)C2)cc1OC (centres undefined)

# Arranged by SMILES length (high to low): some entries from above.
E coli RNAP	CatB inh	C1s block	CatS block	Cathepsin G inh	CatL block	FXIa inh mix	CatB mix inh	AP complement	SMILES
0	1	8	1	9	-6	6	3	5	CCS(=O)(=O)Nc1ccc(-c2ccc(NS(=O)(=O)CC)c(OC)c2)cc1OC
-4	0	-11	-6	-5	-2	5	-2	2	COc1ccc(C(c2sc3ncnn3c2O)N2CC(C)OC(C)C2)cc1OC (centres undefined)
6	1	16	3	9	-5	7	2	17	COc1ccc(-c2nnc(SCc3ncc(-c4ccccc4)o3)o2)cc1
6	2	2	3	0	nt	9	5	6	CC(CC1C(C#N)=C(N)OC2=C1C(=O)CCC2)c1ccccc1 (centres undefined)
-7	1	14	2	10	-1	4	3	12	O=C(O)c1cccc(NS(=O)(=O)c2cccc3cccnc23)c1

# Other results follow.
E coli RNAP	CatB inh	C1s block	CatS block	Cathepsin G inh	CatL block	FXIa inh mix	CatB mix inh	AP complement	SMILES
1	7	-22	24	-6	19	-1	5	-21	O=C(CN1C(=O)CCSc2ccccc21)Nc1ccc(F)cc1
11	-1	1	23	-2	-1	-2	0	-5	CCCCOc1[nH]c2nc(-c3ccco3)n(Cc3ccco3)c(=N)c2c1C#N
5	6	17	26	9	8	3	7	5	CC(C)C(NS(=O)(=O)c1cccc2nsnc12)C(=O)N1CCc2ccccc2C1 (centres undefined)
6	-2	-7	2	2	16	-4	-1	-6	CCOC(=O)c1ccc(COc2nc3ccccc3nc2-c2ccccc2NC(C)=O)o1
4	-3	1	-3	1	nt	1	-1	0	O=C(NCc1ccccc1Cl)C1CCN(S(=O)(=O)N2CCC3(CC2)OCCO3)CC1
-7	2	-14	1	-8	5	-7	-2	-14	CC1(c2ccc(Cl)cc2)NC(=O)N(CC(=O)N2CCCC2)C1=O (centres undefined)
3	0	2	8	7	-3	21	-2	7	Cc1ccc2c(c1)CC1(CN2C)C(=O)OC2(CCCCC2)OC1=O
3	3	10	1	7	1	2	4	13	COCc1cc(C)nc(N2CCN(c3ccccc3)CC2)c1C#N
3	0	-23	-1	8	-2	-4	3	-8	COc1cccc(C2C(C#N)=C(N)Oc3cc(C)n(Cc4ccco4)c(=O)c32)c1 (centres undefined)
2	4	-19	18	-6	23	1	4	-23	CCn1c(SCC(=O)NCc2ccc(C)cc2)nnc1-c1ccncc1
6	2	-14	-9	3	-5	3	0	9	Cc1nn(Cc2ccc(Br)cc2)c(C)c1NC(=O)c1nn(C)cc1Cl
8	-3	-1	5	-2	19	10	6	13	COC(=O)c1ccccc1NC(=O)CN(Cc1ccccc1)S(C)(=O)=O
1	-5	-19	-1	12	-3	17	20	14	N#Cc1ccccc1Cn1c(=O)n(CCC(=O)NCc2ccco2)c(=O)c2ccccc21
7	9	-39	15	-9	19	-1	3	-22	Cc1cc(C)nc(NC(=O)CSc2nn(C)c(=S)s2)n1
5	1	-4	0	-1	-6	2	1	4	Cn1c(SCc2nc3ccccc3[nH]2)nnc1-c1ccccn1
2	-5	2	-10	-2	-4	9	3	6	CC1=Nn2c(nnc2C2CCCCC2)SC1
-1	2	11	-4	7	0	5	4	17	COc1cc(S(=O)(=O)N2CCOCC2)ccc1NC(=O)c1cc2c(s1)CCC2
7	1	5	53	5	5	-4	-6	1	CCCc1cc(C(=O)Nc2nnc(C)s2)cs1
4	-2	9	-9	7	-2	7	2	14	COc1ccc(C(=O)N=c2nc3ccccn3s2)cc1
5	-1	-1	5	2	0	17	8	-12	CCOc1ccccc1N(CC(=O)NC(C)(C)C)C(=O)c1ccc(CN2CCOCC2)o1
4	-4	-8	9	0	-4	-5	-2	-11	COCCn1nnnc1C(c1ccc(OC)c(OC)c1)N1CCN(c2nc3ccccc3s2)CC1 (centres undefined)
3	5	6	-1	18	2	-4	3	5	CCOC(=O)c1c(C)c(C(=O)NC2CCCCCC2)c(C)n1C
10	1	-51	-8	-31	6	-2	3	15	CCOC(=O)c1ccc(NC(=O)CSCc2ccco2)cc1
8	6	-2	4	7	21	-1	1	14	O=C(COC(=O)c1ccco1)Nc1nc2ccccc2s1
9	-1	6	-6	4	1	6	9	2	O=C(Nc1ccc(NC(=O)c2ccco2)nc1)c1cccnc1
8	1	4	-1	2	4	2	2	5	CCOC(=O)N1CCN(C(=O)CSCC(=O)Nc2nc(-c3ccc(OC)cc3)cs2)CC1
6	-4	5	2	0	27	1	-1	6	CC1=C(C(=O)OCc2ccccc2)C(c2ccccn2)c2c(n(C)c(=O)n(C)c2=O)N1 (centres undefined)
9	4	15	-1	8	11	12	5	7	CCN1C(=C2C(=O)c3ccccc3C2=O)C=Cc2ccccc21
8	3	-103	-9	2	-7	-11	-3	14	CC(=O)NCC12CC3CC(C1)CC(C(=O)O)(C3)C2
3	-2	0	-7	-4	-6	2	0	4	C/C=C/CSc1nc2c(c(=O)[nH]c(=O)n2C)n1CCC
12	4	16	9	16	3	22	1	2	CCc1ccc(CCC(=O)Nc2ccc(C)c(C)c2)o1
5	-3	-6	16	0	-14	4	5	-8	COc1ccc2[nH]c(=O)c(CN(C(=O)C3CCCO3)c3cccc(C)c3)cc2c1 (centres undefined)
-11	-1	-32	2	-13	-14	-3	3	-3	CCC(C(=O)Nc1ncccn1)(C(F)(F)F)C(F)(F)F
